# 3T3 cytotox: cytotoxic compounds in NIH 3T3 cells | hit rate 4.3% among 94,000 | NIH 3T3 viability, CellTiter-Glo ATP luminescence, 48-72 h | Potency, µM (series often up to 96.7 µM), inactives show at the highest dose activity change, negative = cytotoxicity, usual class: inhibitors; further: potency means the concentration at half of the fitted maximal effect; nearly all actives have a fitted effect of over 55% in size
#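 Cytotoxicity is measured as loss of cellular ATP: NIH 3T3 cells (400/well) are exposed to compound for 48 or 72 hr at 37 °C, then CellTiter-Glo luminescence is imaged after 10 min at room temperature.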
# GPT2 inh: inhibitors of human GPT2 alanine aminotransferase; Q8TD30; Potency, µM (series often up to 57.7 µM), without a hit: at the top dose activity change, negative = inhibition, most hits filed as inhibitors; hit rate 0.25% among 100,000; Recombinant GPT2, coupled pyruvate oxidase/HRP Amplex Red fluorescence; AID 1671188; further: potency means the concentration at half of the fitted maximal effect; nearly all actives have a fitted effect of over 60% in size; many of its hits are not listed in these tables
# Target sequence (Q8TD30 whole entry, looked up): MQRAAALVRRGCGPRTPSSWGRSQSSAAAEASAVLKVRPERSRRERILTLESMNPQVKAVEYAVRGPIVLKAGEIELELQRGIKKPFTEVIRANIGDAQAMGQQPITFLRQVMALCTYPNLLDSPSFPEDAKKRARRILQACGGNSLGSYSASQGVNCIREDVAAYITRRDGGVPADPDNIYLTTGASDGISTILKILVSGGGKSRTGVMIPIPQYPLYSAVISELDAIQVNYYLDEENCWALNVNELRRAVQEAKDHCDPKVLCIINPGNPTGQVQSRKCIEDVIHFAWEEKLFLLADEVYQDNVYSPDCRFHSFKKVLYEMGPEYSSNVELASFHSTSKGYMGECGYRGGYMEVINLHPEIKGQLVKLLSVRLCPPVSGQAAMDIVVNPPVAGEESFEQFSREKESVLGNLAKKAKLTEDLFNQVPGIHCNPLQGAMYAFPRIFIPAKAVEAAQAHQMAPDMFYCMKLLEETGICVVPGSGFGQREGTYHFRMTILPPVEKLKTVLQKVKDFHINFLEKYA
#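 Fluorescence read-out: pyruvate from GPT2 turnover coupled to pyruvate oxidase, HRP and Amplex Red (0.2mM ThPP, 0.2U/mL PO and HRP, 50uM Amplex final). Substrates 250uM a-KG, 2mM L-alanine; enzyme 10ng/uL; 30 min RT.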
# Luciferase inh: inhibitors of firefly (Photinus pyralis) luciferase; purified P. pyralis luciferase, luminescence, biochemical; Potency, µM (top dose mostly 115 µM), for the others: at the top dose activity change, negative = inhibition, hits mostly inhibitors; hit rate 2.5% among 76,000; further: potency means the concentration at half of the fitted maximal effect; nearly all actives have a fitted effect of over 65% in size
#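 Inhibitors were tested against purified firefly luciferase in a biochemical, low-substrate format (both substrates at 10uM) and luminescence measured with a CCD imager.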
# SNCA viab count: reduces viability of HEK-293 SNCA reporter cells. Potency, µM (titrated, usually from 57.1 µM), inactives show top-dose activity change, negative = cytotoxicity, most hits filed as cytotoxic. HEK-293-SNCA-luc viability, GF-AFC fluorescence, 24 h. AID 1671193. hit rate 0.12% among 150,000;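 further: potency means the concentration at half of the fitted maximal effect; 0% = DMSO-treated cells and -100% = medium-only wells without cells; nearly all actives have a fitted effect of over 30% in size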
#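 Cytotoxicity counterscreen: after 24 h compound treatment of genome-edited SNCA-luciferase HEK-293 cells, live-cell protease substrate GF-AFC read by fluorescence after 30 min; activity scaled between DMSO (0%) and medium-only (-100%), curves Hill-fitted.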
# HEK cytotox: cytotoxic compounds in HEK 293 cells. HEK 293 viability, ATP luminescence (CellTiter-Glo), 48-72 h. hit rate 6.6% among 94,000. Potency, µM (top dose mostly 115 µM), for inactives: at the highest dose activity change, negative = cytotoxicity, hits mostly inhibitors; further: potency means the concentration at half of the fitted maximal effect; nearly all actives have a fitted effect of over 60% in size
#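 Cells seeded first (HEK 293, 250 cells/well), then compound added by pintool. Incubation ran 48 or 72 hr at 37 degree Celsius. CellTiter-Glo was added and luminescence imaged after 10 min at room temperature.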
# IP6K1 inh: blocks human inositol hexakisphosphate kinase 1; hit rate 0.81% among 140,000; activity change, % (series mostly up to about 58 µM); Q92551; IP6K1 kinase, ADP-Glo luminescence, 2 h; stronger effect = lower value; in the data active means activity change below about -25%
# Target sequence (Q92551 whole entry, looked up): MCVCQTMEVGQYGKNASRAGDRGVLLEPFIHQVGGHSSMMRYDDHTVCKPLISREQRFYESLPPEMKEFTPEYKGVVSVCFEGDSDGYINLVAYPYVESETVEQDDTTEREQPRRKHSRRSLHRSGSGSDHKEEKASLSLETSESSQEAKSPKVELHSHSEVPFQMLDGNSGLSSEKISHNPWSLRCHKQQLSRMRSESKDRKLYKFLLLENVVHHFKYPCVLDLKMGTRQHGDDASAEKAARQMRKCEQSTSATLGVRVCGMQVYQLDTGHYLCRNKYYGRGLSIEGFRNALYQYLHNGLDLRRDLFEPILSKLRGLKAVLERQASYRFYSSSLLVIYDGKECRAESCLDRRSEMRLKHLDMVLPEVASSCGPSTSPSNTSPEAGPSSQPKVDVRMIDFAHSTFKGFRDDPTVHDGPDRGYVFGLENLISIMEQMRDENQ
#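 ADP-Glo luminescence measures ADP made by human IP6K1 during a 2 h RT reaction with ATP/IP6 (mix at 1.3 mM/130 uM); top library doses 57.5 and 19.1 uM final.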
# SNCA expr inhib: SNCA gene expression inhibition | HEK-293 SNCA-luciferase knock-in, luminescence, 24 h | Potency, µM (highest dose often 57.2 µM), inactives show at the highest dose activity change, negative = inhibition, actives largely listed as inhibitors | hit rate 0.17% among 140,000;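 further: potency means the concentration at half of the fitted maximal effect; plate controls were DMSO cells for no effect and cell-free wells for full effect; nearly all actives have a fitted effect of over 45% in size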
# Numbers without * were called inactive; i = inactive; ? = inconclusive; · = no result given; [ ] = another dose, or the depositor's remark. Unless noted, the call rests on the fitted dose curve; in most records, active means well fitted curve in the direction sought with a large enough effect; inconclusive means small, poorly fitted or top-dose-only effect, or another doubt; inactive means no such curve, though single readings can be large; an effect the other way counts as inactive or inconclusive. Unless noted, on the % scale 0 is the no-effect control and ±100 the full control effect. Only part of the results is shown; rates above refer to the full screens.
# Letters: A = 3T3 cytotox; B = GPT2 inh; C = Luciferase inh; D = SNCA viab count; E = HEK cytotox; F = IP6K1 inh; G = SNCA expr inhib
> COc1ccc(-c2cc(C(=O)NCC(F)(F)F)c3c(C4CCNC4)nn(C)c3n2)cc1 (stereo not given)
  A: ? | B: i | C: · | D: -6.3% | E: 79.4µM* | F: -2.4 | G: -7.3%

> CCOc1ccc(CNC(=O)c2ccc3nc(CC)c(CC)nc3c2)cc1OC
  A: · | B: · | C: · | D: 3.8% | E: · | F: -0.8 | G: 27.6%

> COc1ccccc1C(=O)N1CCC2(CC1)CC(N1CCN(C)CC1)CCO2 (stereo not given)
  A: 4.6% | B: i | C: -5.1% | D: 1.3% | E: 0.6% | F: 1.4 | G: 13.3%

> COCCNC(=O)Cc1c[nH]c2ncc(-c3cccnc3OC)cc12
  A: ? | B: -25.9%[88.5 µM] | C: -9.2%[172 µM] | D: 2.7%[87.6 µM] | E: -23.9%[172 µM] | F: -10.3 | G: ?

> COC1CCOC2(CCN(C(=O)c3cccs3)CC2)C1 (stereo not given)
  A: i | B: i | C: 0.8% | D: -5.1%[12.5 µM] | E: 0.9% | F: 17.6 | G: -1.7%

> CCc1ccc(CN2C(=O)C3(CCOCC3)CC2c2nnnn2C(C)(C)C)cc1 (stereo not given)
  A: -5.2% | B: -0.3% | C: -5.6% | D: 9.9% | E: i | F: -3.2 | G: -9.1%

> CC(=O)NCCCC(=O)N1CCC2(CC1)CN(C(=O)NC(C)C)CCO2
  A: -31.7% | B: 0.9% | C: · | D: -0.6% | E: -23.4% | F: -3.5 | G: -5.6%

> Cc1ccc(NC(=O)C2CCCN(S(=O)(=O)c3ccccc3)CCC(=O)NCC2)cc1 (stereo not given)
  A: -4.5% | B: -1.4% | C: 2.2% | D: 6.5% | E: -1.7% | F: 9.6 | G: 11.7%

> CCOc1ccc(C(=O)Nc2ccc(NC(=O)c3ccccc3)cc2)cc1Br
  A: · | B: · | C: · | D: -18.8% | E: · | F: 7.5 | G: -25.7%

> c1ccc(CN2CCNc3cnc(Nc4ccc(N5CCOCC5)cc4)cc3C2)cc1
  A: 39.8µM* | B: ? | C: ? | D: ? | E: 70.8µM* | F: -9.0 | G: ?

> Cc1ccc(Cl)cc1Nc1nn2c(=O)c3ccc(C(=O)NC4CCC(C)CC4)cc3nc2s1 (stereo not given)
  A: · | B: · | C: · | D: -4.5% | E: · | F: -5.3 | G: -19.0%

> Cc1cccc(OCC(=O)NCc2nnc3c(-c4nc(C(C)C)no4)cccn23)c1
  A: -22.3% | B: i | C: 1.5% | D: 2.2% | E: -23.6% | F: -0.1 | G: -17.9%

> COc1cc2nc(NC(=O)c3ccc(S(=O)(=O)N4CCc5ccccc54)cc3)sc2cc1OC
  A: · | B: · | C: · | D: -0.9% | E: · | F: -3.3 | G: ?

> CCOC(=O)c1c(-c2ccc(OC)c(OC)c2)csc1NC(=O)c1ccccc1F
  A: · | B: · | C: · | D: -8.8% | E: · | F: 6.2 | G: -22.9%

> CC(C)N1C(=O)C(CC(=O)NCCCN2CCc3ccccc3C2)=C2CCCCC21 (stereo not given)
  A: -14.7% | B: i | C: 8.2% | D: 5.3% | E: -31.3% | F: 7.6 | G: -4.5%

> CCOC(=O)N1CCc2c(sc3c2c(=O)n(-c2ccc(CC)cc2)c(=O)n3Cc2ccc(F)cc2Cl)C1
  A: · | B: · | C: · | D: -1.7% | E: · | F: 40.6 | G: 19.0%

> Cc1ccc(S(=O)(=O)N2CCCC3(CCC(=O)N(C4CC4)C3)C2)cc1C (stereo not given)
  A: -28.1% | B: 3.2%[11.5 µM] | C: -0.3% | D: -11.1% | E: -15.2% | F: -8.6 | G: -18.0%

> CN1c2cc(C(=O)NC3CCCCCC3)ccc2C(=O)N2CCCCCC21 (stereo not given)
  A: -21.2% | B: i | C: ? | D: 21.2%[12.5 µM] | E: ? | F: 22.0 | G: 82.3%[activator]

> CC(=O)NC[C@@H]1C=C(C)[C@H](CC(=O)N2CCN(C(C)=O)CC2)C[C@H]1C(C)C
  A: -6.3%[138 µM] | B: -2.8%[88.5 µM] | C: 6.8%[172 µM] | D: 0.1%[87.6 µM] | E: -1.2%[172 µM] | F: -9.7 | G: 14.4%[87.6 µM]

> CN1CCN(CC(=O)N2c3ccccc3C(=O)Nc3cccnc32)CC1
  A: · | B: 0.9% | C: · | D: 8.3% | E: · | F: 6.1 | G: -4.1%

> OCCOc1ccccc1CN1CCCC(Nc2ccc(F)c(F)c2)C1 (stereo not given)
  A: -34.9% | B: ? | C: -7.0% | D: 0.8% | E: -19.7% | F: -7.6 | G: 18.7%

> Cc1cccc(N(C)C(CNS(=O)(=O)c2ccccc2)c2ccccc2)c1 (stereo not given)
  A: · | B: · | C: · | D: -18.7% | E: · | F: 13.5 | G: ?

> Cc1ccc(Nc2ccnc(N3CCCC(C(=O)NCCCc4ccccc4)C3)n2)cc1 (stereo not given)
  A: ? | B: i | C: · | D: -6.2%[12.5 µM] | E: 5.01µM* | F: -17.0 | G: ?

> O=C(NCc1ccccn1)c1ccc2nnc(C3CCCC3)n2c1
  A: -9.7%[138 µM] | B: 3.0%[88.5 µM] | C: · | D: 0.1%[87.6 µM] | E: 1.9%[172 µM] | F: -7.8 | G: 0.9%[87.6 µM]

> COc1ccc(-n2nc3n(c2=O)CCN(Cc2cccc4ccccc24)C3)cc1
  A: ? | B: -8.5% | C: · | D: -12.6% | E: ? | F: -2.2 | G: 6.3%

# 13 of these compounds, set out differently.
mol	3T3 cytotox	GPT2 inh	Luciferase inh	SNCA viab count	HEK cytotox	IP6K1 inh	SNCA expr inhib
COc1cc2nc(NC(=O)c3ccc(S(=O)(=O)N4CCc5ccccc54)cc3)sc2cc1OC	·	·	·	-0.9%	·	-3.3	?
CCOC(=O)c1c(-c2ccc(OC)c(OC)c2)csc1NC(=O)c1ccccc1F	·	·	·	-8.8%	·	6.2	-22.9%
CC(C)N1C(=O)C(CC(=O)NCCCN2CCc3ccccc3C2)=C2CCCCC21 (stereo not given)	-14.7%	i	8.2%	5.3%	-31.3%	7.6	-4.5%
CCOC(=O)N1CCc2c(sc3c2c(=O)n(-c2ccc(CC)cc2)c(=O)n3Cc2ccc(F)cc2Cl)C1	·	·	·	-1.7%	·	40.6	19.0%
Cc1ccc(S(=O)(=O)N2CCCC3(CCC(=O)N(C4CC4)C3)C2)cc1C (stereo not given)	-28.1%	3.2%[11.5 µM]	-0.3%	-11.1%	-15.2%	-8.6	-18.0%
CN1c2cc(C(=O)NC3CCCCCC3)ccc2C(=O)N2CCCCCC21 (stereo not given)	-21.2%	i	?	21.2%[12.5 µM]	?	22.0	82.3%[activator]
CC(=O)NC[C@@H]1C=C(C)[C@H](CC(=O)N2CCN(C(C)=O)CC2)C[C@H]1C(C)C	-6.3%[138 µM]	-2.8%[88.5 µM]	6.8%[172 µM]	0.1%[87.6 µM]	-1.2%[172 µM]	-9.7	14.4%[87.6 µM]
CN1CCN(CC(=O)N2c3ccccc3C(=O)Nc3cccnc32)CC1	·	0.9%	·	8.3%	·	6.1	-4.1%
OCCOc1ccccc1CN1CCCC(Nc2ccc(F)c(F)c2)C1 (stereo not given)	-34.9%	?	-7.0%	0.8%	-19.7%	-7.6	18.7%
Cc1cccc(N(C)C(CNS(=O)(=O)c2ccccc2)c2ccccc2)c1 (stereo not given)	·	·	·	-18.7%	·	13.5	?
Cc1ccc(Nc2ccnc(N3CCCC(C(=O)NCCCc4ccccc4)C3)n2)cc1 (stereo not given)	?	i	·	-6.2%[12.5 µM]	5.01µM*	-17.0	?
O=C(NCc1ccccn1)c1ccc2nnc(C3CCCC3)n2c1	-9.7%[138 µM]	3.0%[88.5 µM]	·	0.1%[87.6 µM]	1.9%[172 µM]	-7.8	0.9%[87.6 µM]
COc1ccc(-n2nc3n(c2=O)CCN(Cc2cccc4ccccc24)C3)cc1	?	-8.5%	·	-12.6%	?	-2.2	6.3%

# The listing continues.
# Letters: A = 3T3 cytotox; B = GPT2 inh; C = Luciferase inh; D = SNCA viab count; E = HEK cytotox; F = IP6K1 inh; G = SNCA expr inhib
> CC1=C(c2ccc(Cl)cc2)S(=O)(=O)N=C1N1CCN(c2cc(C)ccc2C)CC1
  A: · | B: · | C: · | D: 6.3% | E: · | F: -14.7 | G: -8.8%

> CCOc1ccc(CNC(=O)c2cccn2-c2nnc(N3CCCCC3)s2)cc1OC
  A: · | B: · | C: · | D: -19.6% | E: · | F: -2.5 | G: -7.5%

> CC[S+](=O)([O-])N1CCC2(CC1)[C@H](C(=O)Nc1ccccc1)[C@@H](OC(N)=O)C(=O)N2C
  A: ? | B: · | C: · | D: · | E: ? | F: 2.3 | G: ·

> COc1cccc(Nc2ccc(CN3CCC(C)(NC(C)=O)C3)cc2)c1 (stereo not given)
  A: 89.1µM* | B: -17.6%[88.5 µM] | C: 3.98µM* | D: 7.1%[87.6 µM] | E: ? | F: 4.6 | G: 2.5%[87.6 µM]

> O=C(Cc1ccsc1)N1CCCN(c2cc(-c3ccc(Cl)cc3)[nH]n2)CC1
  A: ? | B: ? | C: 0.2% | D: -8.7% | E: ? | F: -11.6 | G: 16.4%

> CN(Cc1ccsc1)C1CCCc2ccccc21 (stereo not given)
  A: -19.5%[138 µM] | B: i | C: 3.2%[172 µM] | D: 6.6%[87.6 µM] | E: -23.5%[172 µM] | F: -4.1 | G: -2.7%[87.6 µM]
